ABCB6 inh 2 = human ABCB6 transporter inhibition | Q9NP58 | K562-ABCB6 porphyrin accumulation, flow cytometry, 1 h; stronger effect = lower value | fluorescence ratio to DMSO, % at 10 µM | 360,000 compounds, 0.19% hits | AID 602162;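 active means fluorescence ratio to DMSO below 75%, the collection mean minus 3 SD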;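 further: signal is porphyrin accumulated inside mitochondria; 100% equals median channel fluorescence of DMSO control wells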
TLR9-MyD88 inh = blocks human TLR9 binding to MyD88; Q9NR96+Q99836; CHO BLA complementation TLR9-MyD88, CCF4 FRET ratio; inhibition, % at 4.98 µM; 340,000 compounds, 0.21% hits; AID 504734;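 active means inhibition above the mean over all tested compounds plus 3 SD, cut at about 21% in these data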;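 further: 0% = DMSO only wells and 100% = clavulanate BLA inhibitor control wells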
SRC2 inh = inhibits human steroid receptor coactivator 2 | Q15596 | HEK293 GAL4-SRC2 luciferase reporter, luminescence | inhibition, % at 9 µM | 370,000 compounds, 0.17% hits;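 active means inhibition above the mean inhibition of all tested compounds plus 3 SD, set per campaign, cut at about 52% in these data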;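 further: 0% = DMSO treated cells and 100% = cells given Gossypol at 36 µM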
m5-HT2A agonist = mouse HTR2A agonism via beta-arrestin recruitment. P35363. CHO-K1 mHTR2A beta-arrestin complementation, luminescence; percent of 30 µM serotonin response. activation, % at 7.6 µM. 360,000 compounds, 0.66% hits;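 active means activation above a run cutoff, the mean activation of all tested compounds plus 3 SD, cut at about 14% in these data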;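 further: 0% = plate median of compound wells and 100% = 30 µM serotonin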
Target sequence (P35363 whole entry, looked up): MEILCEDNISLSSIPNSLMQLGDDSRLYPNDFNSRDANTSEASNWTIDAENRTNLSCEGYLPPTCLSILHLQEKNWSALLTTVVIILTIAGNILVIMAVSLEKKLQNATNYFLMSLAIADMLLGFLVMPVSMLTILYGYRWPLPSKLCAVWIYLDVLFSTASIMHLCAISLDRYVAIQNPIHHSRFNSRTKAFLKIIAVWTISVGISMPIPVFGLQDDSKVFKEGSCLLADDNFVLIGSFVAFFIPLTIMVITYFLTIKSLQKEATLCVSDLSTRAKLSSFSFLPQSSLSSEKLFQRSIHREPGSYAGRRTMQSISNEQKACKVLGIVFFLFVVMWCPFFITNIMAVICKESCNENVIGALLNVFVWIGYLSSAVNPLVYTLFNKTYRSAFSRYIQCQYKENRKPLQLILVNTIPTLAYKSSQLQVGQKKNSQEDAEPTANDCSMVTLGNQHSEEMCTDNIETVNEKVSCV
NOD2 RIPK2 PPI = NOD2-RIPK2 protein interaction inhibition; O43353; CHO BLA complementation NOD2-RIPK2, CCF4 ratio; inhibition, % at 4.98 µM; 360,000 compounds, 0.38% hits; AID 624267; in the data active means inhibition above about 21%;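 further: 0% = vehicle only and 100% = reference blocker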
Target sequence (O43353 whole entry, looked up): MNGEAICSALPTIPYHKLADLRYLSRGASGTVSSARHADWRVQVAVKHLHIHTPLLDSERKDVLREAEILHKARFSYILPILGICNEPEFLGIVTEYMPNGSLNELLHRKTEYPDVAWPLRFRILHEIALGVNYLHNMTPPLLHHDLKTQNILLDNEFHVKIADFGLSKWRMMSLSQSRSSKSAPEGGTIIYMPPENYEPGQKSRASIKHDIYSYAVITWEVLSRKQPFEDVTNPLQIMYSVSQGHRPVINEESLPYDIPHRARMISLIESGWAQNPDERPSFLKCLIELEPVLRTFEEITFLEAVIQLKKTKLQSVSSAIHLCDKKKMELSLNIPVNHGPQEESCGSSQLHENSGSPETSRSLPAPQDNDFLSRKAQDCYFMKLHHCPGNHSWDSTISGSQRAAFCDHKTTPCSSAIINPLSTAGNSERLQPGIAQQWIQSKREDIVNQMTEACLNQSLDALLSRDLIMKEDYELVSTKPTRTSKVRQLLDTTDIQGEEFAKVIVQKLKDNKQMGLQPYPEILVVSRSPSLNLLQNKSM
Cardio protect = myocardial damage modulation in H9c2 cells | H9c2 cardiomyocytes, H2O2 injury protection, ATPLite, 2 h | protection from H2O2 cell death, % at 20 µM | 360,000 compounds, 0.63% hits;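 active means compounds giving at least 50% protection of heart cells from peroxide-induced death in the single-dose screen, raw or plate-pattern-corrected value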;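 further: 0% = DMSO wells with peroxide and 100% = DMSO wells without peroxide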
MC4R antagonist = human MC4R antagonism in cAMP assay; 360,000 compounds, 0.48% hits; inhibition, % at 6.5 µM; AID 540295; MC4R-expressing cells, MTII-stimulated cAMP, LANCE TR-FRET;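 active means inhibition above its plate's cutoff, the mean of tested wells on that plate plus 3 SD, cut at about 29% in these data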;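 further: 0% = Melanotan II alone and 100% = Melanotan II plus saturating MCL0020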
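System: U2OS cells stably expressing human melanocortin 4 receptor (MC4R). Reagent: Melanotan II challenge after compound preincubation. Doses: 6.5 µM. Times: 30-min compound, 1-h challenge, 1-h detection, room temperature. Measured by: TR-FRET with Eu-cAMP and labeled anti-cAMP, 671 nm. Replicates: singlicate.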
ABHD5 PLIN5 PPI = ABHD5-PLIN5 protein interaction inhibition; Q00G26+Q8WTS1; Split G. princeps luciferase complementation, luminescence, 4 h; inhibition, % at 4 µM; 360,000 compounds, 0.78% hits;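 active means inhibition above the mean inhibition across every tested compound plus 3 SD, cut at about 22% in these data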;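 further: 0% = DMSO only wells and the 100% control is not disclosed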
MC4R ag barr = agonists of human melanocortin 4 receptor (MC4R) beta-arrestin. 360,000 compounds, 0.98% hits. U2OS MC4R beta-arrestin complementation, luminescence; percent of melanotan II response, DMSO zero. activation, % at 8.9 µM. P32245;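 active means activation above a per-plate cutoff, the mean activation of sample wells on that plate plus 3 SD, cut at about 8% in these data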
Glyco luc inh = blocks N-linked glycosylation in D54 reporter cells; 360,000 compounds, 0.23% hits; reporter increase, % at 12.5 µM; AID 588692; D54 ERlucT glycosylation luciferase reporter, 24 h; percent of 100 nM tunicamycin response;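 active means mean luciferase reporter signal, scaled so untreated is 0 and the glycosylation-blocking control 100, at or above a set limit in every replicate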;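 further: luciferase carries N-glycosylation sites so blocking glycosylation raises the light; 0% = median of neutral control wells and 100% = median of 100 nM tunicamycin wells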
* = called active by the depositor; i = inactive; · = no result given.

Values run as follows: Cardio protect	MC4R antagonist	m5-HT2A agonist	TLR9-MyD88 inh	ABCB6 inh 2	Glyco luc inh	NOD2 RIPK2 PPI	ABHD5 PLIN5 PPI	MC4R ag barr	SRC2 inh
> Cc1ccccc1C(=O)NCC(=O)NC1CC1
→ 8	7	4	-6	95	1	-5	3	-3.2	-12
> O=C(Nc1ccc(Oc2ccccc2)cc1)c1ccc(Cn2c(=O)[nH]c3ccsc3c2=O)cc1
→ 1	-5	3	3	97	0	2	3	3.9	7
> O=C(NCCc1ccccc1)C1CCN(C(=O)N2CCOc3ccccc32)CC1
→ 28	5	-8	-9	96	0	5	-5	0.5	-25
> CC1=C(C)C(=O)C(CCCCC#CCCCC#CCO)=C(C)C1=O
→ -16	0	6	-1	100	2	-5	-3	3.1	·
> Nc1nc(-c2ccccc2)[nH]c(=O)c1N
→ 18	1	1	2	99	7	-3	1	-0.4	-8
> CC(C)CCCC(C)CCOC(=O)CN1CCCC1 (stereo not given)
→ -8	8	0	-11	99	0	-4	4	1.8	-12
> Cc1ccc(C)c(C(=O)CN2C(=O)NC3(CCc4ccccc43)C2=O)c1 (stereo not given)
→ -9	0	-5	0	98	1	-6	-15	0.4	-7
> CC(C)(C)OC(=O)NC(Cc1ccccc1)C(=O)NCCCC(=O)O (stereo not given)
→ 4	24	2	7	103	1	0	-4	1.3	2
> CC(C)NC(=O)NC(=O)COC(=O)CCOc1ccccc1
→ 5	2	2	-4	96	3	-1	3	-3.0	-2
> COc1ccc(C2CC(c3ccc(OC)cc3OC(C)=O)=NN2C(=O)c2ccccc2)cc1 (stereo not given)
→ 3	3	-7	8	86	-3	-9	-4	-0.1	-17
> O=C(CN1CCN(Cc2ccc(F)cc2)CC1)NCc1ccccc1
→ -5	3	1	3	98	1	3	-1	0.0	-12
> O=C(N/N=C/c1ccccc1)c1c(O)c2ccccc2[nH]c1=O
→ -30	6	-2	6	96	-7	-4	2	2.2	-16
> COc1ccc([C@H]2CN(c3ccc(OC)cc3)C(=O)[C@@H]2CC(=O)Nc2ccc(Br)cc2)cc1
→ -16	22	9	0	106	-1	14	-18	5.4	3
> Cc1ccc(C(C(=O)NCC2CCCO2)N(C(=O)c2snc(C(N)=O)c2N)c2ccc(F)cc2)o1 (stereo not given)
→ 8	-3	-5	-6	103	-2	-5	-6	-0.1	-8
> Cc1ccc(Oc2nccc(-c3ccc(Cl)cc3)n2)cc1
→ -10	11	1	-7	99	2	-10	0	1.9	-20
> CCOC(=O)C1=C(CSc2nc3c(cc2C#N)CCC3)OC(N)=C(C#N)C1c1ccccc1 (stereo not given)
→ 8	13	0	-56	104	0	-1	-13	-0.2	0
> O=C(N/N=C/c1ccco1)C1CC(=O)N(c2ccccc2)C1 (stereo not given)
→ 7	0	-4	12	101	3	3	-1	-2.5	-24
> COc1ccc(C2=NN(C(=O)CCC(=O)O)C(c3ccccc3F)C2)cc1 (stereo not given)
→ 7	7	-2	-7	100	2	1	-4	-0.8	-2
> O=C(Nc1c(C(=O)NCc2ccco2)cnn1-c1ccccc1)c1cccc(F)c1
→ 15	-4	-2	4	95	-3	-4	-1	-1.0	-6
> Cc1cccc(OCCCn2c(CCNC(=O)C(C)C)nc3ccccc32)c1
→ 6	2	1	-4	i	0	-1	5	-0.7	-11

Laid out differently: results already given.
molecule	Cardio protect	MC4R antagonist	m5-HT2A agonist	TLR9-MyD88 inh	ABCB6 inh 2	Glyco luc inh	NOD2 RIPK2 PPI	ABHD5 PLIN5 PPI	MC4R ag barr	SRC2 inh
Cc1ccc(C(C(=O)NCC2CCCO2)N(C(=O)c2snc(C(N)=O)c2N)c2ccc(F)cc2)o1 (stereo not given)	8	-3	-5	-6	103	-2	-5	-6	-0.1	-8
O=C(NCCc1ccccc1)C1CCN(C(=O)N2CCOc3ccccc32)CC1	28	5	-8	-9	96	0	5	-5	0.5	-25
CCOC(=O)C1=C(CSc2nc3c(cc2C#N)CCC3)OC(N)=C(C#N)C1c1ccccc1 (stereo not given)	8	13	0	-56	104	0	-1	-13	-0.2	0
Cc1ccccc1C(=O)NCC(=O)NC1CC1	8	7	4	-6	95	1	-5	3	-3.2	-12
COc1ccc(C2=NN(C(=O)CCC(=O)O)C(c3ccccc3F)C2)cc1 (stereo not given)	7	7	-2	-7	100	2	1	-4	-0.8	-2

(further entries)
Values run as follows: Cardio protect	MC4R antagonist	m5-HT2A agonist	TLR9-MyD88 inh	ABCB6 inh 2	Glyco luc inh	NOD2 RIPK2 PPI	ABHD5 PLIN5 PPI	MC4R ag barr	SRC2 inh
> CN(C)CCN(C(=O)C1CCN(S(=O)(=O)c2cccs2)CC1)c1nc2ccccc2s1
→ 10	7	-1	-2	97	0	3	10	-0.7	-11
> COC(=O)N/N=C/c1cccs1
→ 2	-4	-4	0	101	2	-3	2	-1.8	5
> CC1(C(=O)NS(=O)(=O)c2cccc(Cl)c2)CCN1C(=O)Cc1cc(F)ccc1F (stereo not given)
→ 3	1	2	·	96	0	1	0	-1.4	-15
> CN1CCN(C(=S)Nc2cccc(S(=O)(=O)N(C)C)c2)CC1
→ -6	12	-3	-2	89	1	-18	-6	0.5	-9
> COc1ccccc1/C=C/C(=O)OCC(=O)N1CCN(S(=O)(=O)c2ccc(C)cc2C)CC1
→ -7	3	6	-9	92	-2	-3	-1	-1.1	-34
> O=C1CN(C(=O)c2ccccc2F)C(c2ccc(F)cc2)c2cc(Br)ccc2N1 (stereo not given)
→ 7	2	-3	-1	96	-2	-5	0	2.4	3
> Cc1cc(NC(=O)CSc2cn(C)c3ccccc23)no1
→ -3	-5	2	12	106	1	2	-11	2.0	13
> Cc1ccc([C@@H]2C[C@H]3[C@@H](CN2S(=O)(=O)c2ccc(C)cc2)C(=O)C[C@@H](c2ccc(C)cc2)N3S(=O)(=O)c2ccc(Cl)cc2)cc1
→ -3	10	4	-5	95	-6	-22	3	2.1	-7
> COc1ccc(-c2cc(Nc3ccccc3NC(=O)C(F)(F)F)n(CCC#N)n2)cc1
→ -6	3	-1	-1	97	-2	-3	2	-1.6	8
> COC(=O)c1ccc(C(=O)OC)c(NC(=O)CN(c2ccc3c(c2)OCO3)S(C)(=O)=O)c1
→ 2	18	-5	3	96	4	-11	11	-1.3	-5

Record cards (already shown).
CN(C)CCN(C(=O)C1CCN(S(=O)(=O)c2cccs2)CC1)c1nc2ccccc2s1 reads Cardio protect: 10; MC4R antagonist: 7; m5-HT2A agonist: -1; TLR9-MyD88 inh: -2; ABCB6 inh 2: 97; Glyco luc inh: 0; NOD2 RIPK2 PPI: 3; ABHD5 PLIN5 PPI: 10; MC4R ag barr: -0.7; SRC2 inh: -11
COc1ccccc1/C=C/C(=O)OCC(=O)N1CCN(S(=O)(=O)c2ccc(C)cc2C)CC1 reads Cardio protect: -7; MC4R antagonist: 3; m5-HT2A agonist: 6; TLR9-MyD88 inh: -9; ABCB6 inh 2: 92; Glyco luc inh: -2; NOD2 RIPK2 PPI: -3; ABHD5 PLIN5 PPI: -1; MC4R ag barr: -1.1; SRC2 inh: -34
COc1ccc(-c2cc(Nc3ccccc3NC(=O)C(F)(F)F)n(CCC#N)n2)cc1 reads Cardio protect: -6; MC4R antagonist: 3; m5-HT2A agonist: -1; TLR9-MyD88 inh: -1; ABCB6 inh 2: 97; Glyco luc inh: -2; NOD2 RIPK2 PPI: -3; ABHD5 PLIN5 PPI: 2; MC4R ag barr: -1.6; SRC2 inh: 8

Additional compounds.
Values run as follows: Cardio protect	MC4R antagonist	m5-HT2A agonist	TLR9-MyD88 inh	ABCB6 inh 2	Glyco luc inh	NOD2 RIPK2 PPI	ABHD5 PLIN5 PPI	MC4R ag barr	SRC2 inh
> COc1cccc(C(=O)NCc2ccccc2OC)c1
→ -1	7	-3	5	100	1	-12	0	-1.1	15
> CC(=O)c1ccc(N2CCN(C(=O)Cc3n[nH]c(=O)c4ccccc34)CC2)cc1
→ 44	22	5	0	90	1	-3	2	-0.1	11
> CCCCc1cc(=O)oc2cc(OC(C)C(=O)NCCN3CCOCC3)ccc12 (stereo not given)
→ 10	4	0	-1	97	1	5	-2	2.5	-3
> Cc1cc(C(=O)OCC(=O)N2CCc3ccccc32)c(C)o1
→ -8	7	0	-9	108	1	-12	9	-0.6	-9
> COC(=O)COc1ccc(S(=O)(=O)NCc2cccnc2)cc1
→ 11	13	-2	-1	94	3	-8	6	-2.8	6
> NC(Cc1cccc2nsnc12)C(=O)O (stereo not given)
→ 5	12	1	-4	122	1	-1	0	1.4	-7
> CC1(c2ccc(OC(F)F)cc2)NC(=O)N(CC(=O)Nc2ccc3c(c2)OCO3)C1=O (stereo not given)
→ 0	-1	-2	-16	104	1	-24	-8	0.8	12
> Cc1ccc(NC(=O)CN(C)C(=O)COC(=O)c2ccc(NC(=O)CC#N)cc2)cc1
→ -3	-1	1	7	98	0	3	13	-2.6	-4
> COc1ccc(C(C)(O)c2nc(-c3cccc(C(C)C)c3)cs2)cc1 (stereo not given)
→ -5	0	-2	·	100	0	-14	-17	-0.7	-7
> Cc1ccc(SCCNC(=O)c2ccc(C)c([N+](=O)[O-])c2)cc1
→ -10	4	-6	1	103	-1	0	-3	-0.6	14
> OC(COc1ccc2c(c1)CCC2)CN1CCN(c2ccccc2F)CC1 (stereo not given)
→ -4	1	1	1	96	0	6	-9	3.2	14
> CCCCCc1cc(=O)oc2c(C(CCN3CCCC(C)C3)c3ccc(OC)cc3)c(OC)cc(OC)c12 (stereo not given)
→ -24	20	-15	3	94	-5	7	21	6.1	-23
> CCC1CCCCN1CCCNC(=O)CN1C(=O)COc2ccc(S(=O)(=O)N3CCC(C)CC3)cc21 (stereo not given)
→ 6	1	5	-1	100	6	-1	-2	-3.7	13
> N#Cc1ccc(C(=O)N2CCN(S(=O)(=O)c3ccc(Br)s3)CC2)cc1
→ 3	1	0	9	97	0	0	2	0.7	-4
> COc1ccccc1NC(=S)NCc1ccc2c(c1)OCO2
→ 8	-1	-1	-1	90	0	-3	-7	-0.4	5
> C/C(=N\Nc1cc(Cl)nc(C)n1)c1ccc(Cl)c(Cl)c1
→ -8	4	-3	-15	100	-1	-7	2	-1.2	-2
> Cc1ccc(Cl)cc1NC(=S)N(Cc1cccs1)C1CCCC1
→ 0	9	-3	8	99	2	-13	-1	-1.0	5
> COc1cc(NC(=O)CSc2nncn2C)cc(OC)c1OC
→ 2	12	6	-9	97	1	-6	2	-4.4	8
> O=C(O)CCSCC(=O)c1ccc2c(c1)OCCO2
→ 25	8	-3	0	94	-1	1	-7	0.7	56*
> CCC(C)c1ccccc1N1CC(C(=O)Nc2ccc(C)c(S(=O)(=O)N3CCOCC3)c2)CC1=O (stereo not given)
→ -3	8	-6	1	97	0	-11	-5	-2.9	24
> CCCCCCCOc1ccc(-c2ccc(C#N)cn2)cc1
→ -15	1	0	-8	91	-2	-16	-7	1.8	5
> Cc1occc1C(=O)NNC(=S)NCc1ccccc1
→ 0	-5	4	-6	116	-6	-2	4	-1.2	-24
> CC1CCc2nn(CC(=O)NCCCN3CCCCC3)cc2C1 (stereo not given)
→ -10	5	0	-4	97	1	-3	-1	-1.1	-14

From PubChem

These rows are one share of the data; the hit share may differ from the screen's.
